GALK inh – galactokinase (human) inhibition | P51570 | Purified GALK, Kinase-Glo residual ATP luminescence | Potency, µM (highest dose often 57.5 µM), without a hit: top-dose activity change, negative = inhibition, actives largely listed as inhibitors | hit rate 0.007% among 270,000 | AID 1868; also: potency is read from the fitted curve at half-maximal effect; % is scaled to controls: 0 for no effect and ±100 for the full control effect
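The enzyme phosphorylates galactose (100 uM) using ATP (35 uM); inhibition is detected as higher residual ATP, quantified by bioluminescence after 1 h reaction at room temperature, pH 8.0.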
FBPA coupling cs – coupling enzyme interference in Giardia aldolase counter-screen. coupling enzyme system counterscreen, AmpLite Red fluorescence. activity change, negative = inhibition, % at 58.2 µM, hits read low. hit rate 0.67% among 290,000. AID 2472; in the data active = activity change below about -30%; also: % is scaled to controls: 0 for no effect and ±100 for the full control effect
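Fluorescence at 525 nm excitation and 598 nm emission measured inhibition of the coupled detection system without aldolase. Compounds (at 57.5 uM final) were preincubated 10 min at room temperature with coupling enzyme reagent before a 20 min substrate/AmpLite Red step.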
BCR signal inh – chronic active BCR signaling inhibition; ABC-DLBCL IkBa-CBG/CBR reporter, luminescence ratio, 4 h; AID 493014; Potency, µM (titrated, usually from 46.1 µM), for inactives: at the highest dose ratio change, negative = lower green/red ratio, actives largely listed as inhibitors; hit rate 0.05% among 340,000; active = well fitted inhibition curve with a large enough effect in the signal ratio, with a control signal flat, not every such curve was filed as active; inconclusive = small, poorly fitted or top-dose-only effect, or effect the other way, or a change in a side signal; the % refers to the signal ratio;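 also: potency is read from the fitted curve at half-maximal effect; plate controls were basal doxycycline-induced cells for no effect and cells given 10 µM MG132 for full effect; MG132 reads +100%, hits lower the ratio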
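TMD8 human ABC-DLBCL cells with doxycycline-inducible IκBα–green luciferase fusion and unfused red luciferase, in 0.5% FBS medium; compounds up to 46 uM, 4 h at 37C. Green/red luminescence ratio, filter-overlap corrected, fitted to concentration-response curves.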
Menin-MLL TR inh – displaces Texas Red mutant MLL peptide from human menin | hit rate 0.23% among 270,000 | Potency, µM (titrated, usually from 61.6 µM), for the others: at the highest dose FP activity change, negative = inhibition, actives largely listed as inhibitors | Menin + Texas Red MLL mutant peptide, fluorescence polarization | O00255 | AID 1768; active = well fitted inhibition curve with a large enough effect in the polarisation, with a control signal flat, not every such curve was filed as active; inconclusive = small, poorly fitted or top-dose-only effect, or effect the other way, or a change in a side signal; inactive = no such curve, though single readings can be large or run the other way; the % refers to the polarisation; also: potency is read from the fitted curve at half-maximal effect; % of control where 0% means no effect; many of its hits are not listed in these tables
Integrin act MD – activates integrin-mediated alleviation for muscular dystrophy. Potency, µM (titrated, usually from 38.3 µM), for the others: at the top dose activation, most hits filed as activators. AID 624291. hit rate 0.064% among 350,000. alpha7betagal myoblasts, beta-gal FDG fluorescence, 48 h;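 also: potency is read from the fitted curve at half-maximal effect; 100% = response of the positive control SU9516; nearly all actives have a fitted effect of over 60% in size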
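Alpha7betagal+/- myoblasts (passage 13) were plated 16-24 hr, then exposed to compounds (1:260 dilution of DMSO stock) for 48 hours at 37C. After MPER lysis, β-galactosidase reporter activity was read as FDG fluorescence (ex 480/em 540) after 30 minutes.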
B2AR arrestin – recruits beta-arrestin to the human beta2-adrenergic receptor; hit rate 0.02% among 330,000; P07550; beta-arrestin recruitment to beta2AR, cell-based reporter; AID 492947; Potency, µM (highest dose often 46.1 µM), without a hit: at the highest dose activation, most hits filed as activators;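 also: potency is read from the fitted curve at half-maximal effect; 0% = DMSO controls and full agonism = EC100 isoproterenol or metaproterenol; nearly all actives have a fitted effect of over 65% in size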
Target sequence (P07550 whole entry, looked up): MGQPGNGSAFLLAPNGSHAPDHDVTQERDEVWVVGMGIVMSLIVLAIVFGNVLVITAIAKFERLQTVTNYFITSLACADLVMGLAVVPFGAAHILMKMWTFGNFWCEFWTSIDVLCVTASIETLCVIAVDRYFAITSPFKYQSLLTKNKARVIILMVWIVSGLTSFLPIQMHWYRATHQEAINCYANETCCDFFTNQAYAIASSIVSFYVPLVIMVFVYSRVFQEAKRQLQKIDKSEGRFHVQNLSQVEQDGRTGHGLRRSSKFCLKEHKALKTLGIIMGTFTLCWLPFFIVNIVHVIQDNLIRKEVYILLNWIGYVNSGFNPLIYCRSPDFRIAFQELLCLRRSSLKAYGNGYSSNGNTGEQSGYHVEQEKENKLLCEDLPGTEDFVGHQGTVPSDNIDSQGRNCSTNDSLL
Giardia killer – kills Giardia lamblia; Giardia lamblia trophozoite viability; activity change, % at 7.66 µM, hits read low; hit rate 0.15% among 340,000; in the data active = activity change below about -80%; inconclusive = between about -30% and that limit;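 also: parasites exposed to compound for two days anaerobically before the ATP read; % is scaled to controls: 0 for no effect and ±100 for the full control effect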
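Anaerobic 48 hrs incubation at 37 deg C of 100 trophozoites/well with test compounds; ATPLite 1-Step luminescence, 15-30 min RT, reports cellular ATP as viability.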
TSG101-PTAP inh – blocks PTAP/TSG101 interaction to inhibit HIV-1 budding; Potency, µM (doses to about 115 µM), without a hit: at the top dose activity change, negative = inhibition, most hits filed as inhibitors; Fluorescence polarization, FITC-PTAP peptide / Tsg101 binding; Q99816; 340,000 tested, under 10 active; active = well fitted inhibition curve with a large enough effect in the main read-out, with a control signal flat, not every such curve was filed as active; inconclusive = small, poorly fitted or top-dose-only effect, or effect the other way, or a change in a side signal; inactive = no such curve, though single readings can be large or run the other way; also: potency is read from the fitted curve at half-maximal effect; % of control where 0% means no effect
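FP read-out: FITC-PTAP peptide, 50 nM final, binding Tsg101 binding domain, 10 uM final; 20 min, r.t.; 10 mM HEPES pH 7.5, 0.15 M NaCl, 0.01% Tween 20, 3 mM EDTA, 0.1 mM TCEP.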
Tb PFK block – inhibitors of T. brucei phosphofructokinase; O15648; T. brucei PFK, ADP-Glo luminescence; Potency, µM (titrated, usually from 57.5 µM), inactives show top-dose activity, negative = inhibition, usual class: inhibitors; hit rate 0.17% among 330,000; AID 485367;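 also: potency is read from the fitted curve at half-maximal effect; 0% = uninhibited 1x PFK enzyme wells and -100% = no-enzyme wells; nearly all actives have a fitted effect of over 60% in size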
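Luminescent ADP detection (ADP-Glo, two-step: ATP depletion then ADP-to-ATP conversion for luciferase) reported PFK activity after 45 min room-temperature reaction of 1.25 nM enzyme with 0.5 mM F6P and 0.1 mM ATP at pH 8.0.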
S-ASM inh – human S-ASM enzyme inhibition; P17405; placental ASM, HMU-PC fluorogenic substrate, 60 min; Potency, µM (top dose mostly 57.5 µM), for the others: top-dose activity change, negative = inhibition, most hits filed as inhibitors; hit rate 0.006% among 340,000; AID 504937; also: potency is read from the fitted curve at half-maximal effect
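HMU-PC0 cleavage (9 uM final) by human placental ASM, 60 min at 37 °C following 10 min compound exposure at RT; stopped at pH 10, fluorescence Ex 386/Em 447 nm.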
PKM2 act – PKM2 (human) enzyme activation; Potency, µM (doses to about 57.5 µM), for the others: at the top dose activation, usual class: activators; hit rate 0.34% among 260,000; purified PKM2, Kinase-Glo ATP luminescence, activation; response scale: 0% is enzyme alone, no compound; AID 1631; also: potency is read from the fitted curve at half-maximal effect; % is scaled to controls: 0 for no effect and ±100 for the full control effect; nearly all actives have a fitted effect of over 55% in size
Target sequence (P14618 whole entry, looked up): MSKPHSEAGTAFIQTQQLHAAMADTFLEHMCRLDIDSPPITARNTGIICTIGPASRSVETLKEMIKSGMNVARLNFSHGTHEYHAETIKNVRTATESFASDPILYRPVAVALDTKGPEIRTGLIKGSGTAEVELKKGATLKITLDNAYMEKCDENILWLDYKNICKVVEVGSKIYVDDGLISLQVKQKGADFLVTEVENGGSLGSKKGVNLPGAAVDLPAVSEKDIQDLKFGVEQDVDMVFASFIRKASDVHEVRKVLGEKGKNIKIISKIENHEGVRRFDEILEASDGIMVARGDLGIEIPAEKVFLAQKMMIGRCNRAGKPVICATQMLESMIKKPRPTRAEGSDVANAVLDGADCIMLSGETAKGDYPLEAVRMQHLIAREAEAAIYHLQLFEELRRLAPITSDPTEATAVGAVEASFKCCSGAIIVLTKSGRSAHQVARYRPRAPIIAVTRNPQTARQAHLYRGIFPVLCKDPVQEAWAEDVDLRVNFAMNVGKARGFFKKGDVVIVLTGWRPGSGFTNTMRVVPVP
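Purified hPK-M2 (>95% pure) converted ADP (0.1 mM final) to ATP with 0.5 mM PEP in 50 mM imidazole pH7.2, KCl, MgCl2, Tween 20, BSA; 1 h at room temperature. ATP detected by Kinase-Glo luminescence.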
Numbers without * were called inactive; ? = inconclusive; / = no result given; [ ] = remark or other dose. Unless noted, calls follow the shape of the dose curve; as a rule, active = well fitted curve in the direction sought with a large enough effect; inconclusive = small, poorly fitted or top-dose-only effect, or another doubt; inactive = no such curve, though single readings can be large; an effect the other way counts as inactive or inconclusive. Some of the compounds tested, so the mix of outcomes need not match the whole.

SMILES	GALK inh	FBPA coupling cs	BCR signal inh	Menin-MLL TR inh	Integrin act MD	B2AR arrestin	Giardia killer	TSG101-PTAP inh	Tb PFK block	S-ASM inh	PKM2 act
CCC(C)N(C(=O)CSc1nnnn1-c1ccccc1OC)C1CCS(=O)(=O)C1 (stereo unspecified)	/	/	5%	/	28%	-0.9%	14	-8%	-8%	1%	/
COc1ccc(CNC(NC(=O)c2ccccc2)(C(F)(F)F)C(F)(F)F)cc1	0%	-6	4%	28%	-15%	0.3%	-6	-3%	0%	-10%	3%
O=C(CCc1ccc(S(=O)(=O)N2CCCCC2)cc1)c1nnc(-c2ccccc2)o1	5%	-1	-13%	8%	-14%	0.1%	21	-2%	0%	-10%	-3%
CCc1ccccc1NC(=O)c1ccoc1C	4%	0	4%	-12%	-20%	-1.5%	-10	-2%	0%	4%	10%
CCOc1cc(C2C3=C(CCCC3=O)NC3=C2C(=O)CCC3)cc(Cl)c1O	2%	-8	0%	0%	9%	2.4%	0	0%	-13%	9%	0%
CC(C)c1nc(C#N)c(NN)o1	12%	1	14%	/	-27%	-2.0%	-28	-7%	-8%	-1%	1%
Cn1c(=O)n(C)c2cc(NS(=O)(=O)c3cccs3)ccc21	5%	2	-14%	0%	8%	-0.8%	-2	-4%	-5%	2%	?
O=C(CSc1ccc(-c2ccccc2)nn1)c1ccccc1	0%	-10	-9%	11%	-22%	-0.5%	7	1%	0%	-4%	-1%
COc1ccc(NC(=O)c2cccnc2)c(OC)c1	0%	0	-4%	-5%	20%[7.66 µM]	0.3%	-12	1%	1%	-1%	1%
O=C(O)CCc1ccccc1OC(=O)c1ccccc1	5%	6	-4%	/	-34%	-0.9%	-4	-5%	-2%	4%	-3%
O=C(Nc1cccc(Br)c1)/C(=C\c1cccnc1)NC(=O)c1ccco1	0%	-6	0%	5%	1%	0.0%	4	-4%	8%	1%	1%
Cc1ccccc1NC(=O)c1ocnc1C	0%	-1	?	-1%	2%	-0.9%	0	-3%	0%	3%	4%
O=C(NCCCn1ccnc1)c1cc(-c2cccc(O)c2)on1	5%	2	?	/	26%	-0.9%	-4	-6%	-7%	-3%	-3%
Cc1cc(C)nc(NC(=O)CCCC(=O)O)c1	1%	2	?	5%	-7%	-0.4%	1	-1%	3%	0%	-3%
CN(CC1CCCO1)S(=O)(=O)c1ccc(C(=O)Nc2nc(-c3ccccn3)cs2)cc1 (stereo unspecified)	-1%	-3	1%	5%	-45%	-0.2%	9	-11%	-2%	-7%	-1%
O=C(O)C1CCCN1C(=O)c1cncc(Br)c1 (stereo unspecified)	5%	3	?	4%	4%	0.0%	-5	-9%	1%	2%	1%
Cc1cc(C)c(C)c(S(=O)(=O)NC(C)C(=O)O)c1C (stereo unspecified)	3%	5	-6%	/	?	-0.5%	26	-2%	-2%	0%	1%
Cc1ccnc(NS(=O)(=O)c2ccc(C(C)(C)C)cc2)c1	-2%	1	-16%	-6%	/	-1.0%	/	/	1%	/	0%
CCN(Cc1ccncc1)Cc1c(O)ccc2cc(Br)ccc12	-1%	-54*	?	?	0%	-0.1%	14	0%	-29%	4%	?
Cc1cc(C)c(NC(=O)Nc2ccccc2)c(Cl)c1	/	-2	5%	-15%	2%	?	-1	-1%	-4%	-2%	-5%
CCCCN(C)S(=O)(=O)c1c(C)[nH]c(=O)[nH]c1=O	-3%	0	?	?	1%	0.1%	-2	-4%	0%	2%	0%
CCOC(=O)c1c(CN(C)C)n(C)c2ccc(OC(C)=O)cc12	3%	0	-1%	2%	7%	0.0%	1	0%	2%	3%	-5%
FC(F)(F)c1cc(C(F)(F)F)c2ccc(N3CCN(c4ncccn4)CC3)nc2n1	-1%	-3	1%	3%	-3%	0.3%	-9	/	0%	20%	-11%
COc1cc(/C=N/NC(=O)c2nnn(-c3nonc3N)c2C(C)C)ccc1OCc1ccc(F)cc1	4%	/	?	/	-21%	-0.1%	-15	-3%	4%	-17%	/
CCOC(=O)c1sc(N(C)C)nc1-c1ccccc1	0%	0	-3%	-2%	-23%	0.0%	-6	-5%	-3%	-2%	0%
CNc1nc(N)nc(-c2cc(Cl)ccc2OC)n1	9%	1	0%	1%	-11%	0.2%	-5	-1%	0%	9%	-1%
C[C@@H]1O[C@@H](OC[C@H]2O[C@@H](Oc3cc(O)c4c(=O)cc(-c5ccc(O)c(O)c5)oc4c3)[C@H](O)[C@@H](O)[C@@H]2O)[C@H](O)[C@H](O)[C@H]1O	/	/	3%	/	-9%	0.0%	?	-5%	-3%	2%	/
COCCCNC(=O)c1sc2ncnc(N3CCc4ccccc4C3)c2c1C	0%	-8	?	-2%	-33%	0.0%	19	-1%	-24%	-1%	-1%
O=C(NNC(=O)C1CCN(C(=O)Nc2ccccc2)CC1)c1ccc(F)cc1	/	/	-4%	/	1%	-0.8%	14	1%	-3%	2%	/
CN(C)S(=O)(=O)c1ccc(N2CCCC2)c(C(=O)Nc2nc(-c3cc(F)ccc3F)cs2)c1	2%	3	-10%	1%	1%	-0.1%	20	2%	0%	-14%	2%
COc1ccccc1OCC(=O)Nc1ccccc1C(=O)N1CCCC1	11%	2	-11%	0%	4%	0.1%	-3	-9%	3%	1%	/
O=C(Cc1cccs1)NNC(=S)NC(=O)c1ccco1	1%	1	?	0%	-38%	0.2%	4	-2%	0%	-2%	-2%
O=C(Cn1ncc(N2CCCC2)c(Br)c1=O)c1ccc(Cl)cc1	-1%	3	6%	-16%	21%	-0.6%	5	1%	-7%	0%	4%
CCCCc1ccc(NC(=O)COCC)cc1	0%	0	?	6%	-23%	-0.3%	20	-4%	-2%	3%	-1%
COc1cccc(C2c3c(oc4ccc(F)cc4c3=O)C(=O)N2CCCN2CCOCC2)c1 (stereo unspecified)	0%	0	0%	5%	-23%	0.4%	-12	2%	0%	7%	-4%
C(=N\N=C\c1cccs1)/c1cccs1	0%	3	?	7%	?	-1.1%	-21	-2%	1%	-5%	0%
COc1ccc2oc(C(=O)OCC(=O)NC3CCCC3)c(C)c2c1	0%	1	0%	1%	9%	0.1%	-7	-10%	-17%	-3%	3%
COCCN(CCOC)C(=O)N1CCOCC1	5%	1	?	/	15%	-0.3%	-7	-5%	-1%	4%	-8%
S=c1[nH]nc(-c2ccco2)n1/N=C/c1ccc(Br)s1	3%	5	17%	52%[activator]	-11%	-3.9%	16	0%	1%	-10%	-4%
CCOC(=O)C1CCCN(C(=O)c2cc(-c3ccco3)nc3ccccc23)C1 (stereo unspecified)	/	/	-1%	/	0%	-0.6%	8	-4%	-12%	148%[activator]	/
c1ccc(C[n+]2csc3ccccc32)cc1	0%	-4	1%	-13%	17%[7.66 µM]	-0.1%	2	1%	-8%	-4%	26%
CCOc1ccc(NC(=O)c2c[nH]n3c(=O)cc(C4CCN(C(=O)OC(C)(C)C)CC4)nc23)cc1	-14%	-5	-3%	/	-22%	-0.6%	-8	-7%	6%	26%	2%
COC(=O)c1ccccc1NC(=S)NC(=O)CC(C)C	/	0	?	-2%	-9%	0.2%	-12	-9%	-3%	0%	2%
CC(=O)c1ccc(N2CCc3ccccc3C2)c([N+](=O)[O-])c1	5%	5	1%	/	-23%	-0.6%	20	-3%	-1%	-9%	?
Cc1ccc(C(c2cc(Cl)c3cccnc3c2O)N2CCN(C)CC2)cc1 (stereo unspecified)	15%	-5	-3%	41%[activator]	-34%	-0.5%	-25	1%	-13%	0%	25%
NC(=O)C1CCCN(C(=O)c2cccc(S(=O)(=O)N3CCCCCC3)c2)C1 (stereo unspecified)	/	/	0%	/	22%	0.2%	-3	-5%	0%	5%	/
Cc1ccsc1C(=O)NC(C)c1ccc2c(c1)OCO2 (stereo unspecified)	-1%	1	?	4%	-41%[7.66 µM]	0.0%	-6	0%	2%	-3%	8%
CN1CCN(C(=O)c2ccc(Cn3cc(Cl)cn3)o2)CC1	5%	0	0%	8%	0%	0.0%	9	-1%	0%	-3%	/
O=C(COC(=O)c1n[nH]c(=O)c2ccccc12)NCc1ccccc1	/	/	?	/	12%	?	42[activator]	-2%	-3%	2%	/
CCc1ccccc1N1CC(C(=O)Nc2cc(S(=O)(=O)N3CCCC3)ccc2Cl)CC1=O (stereo unspecified)	/	/	5%	/	-18%	-0.2%	-11	-5%	-2%	-2%	/
CN(CC(=O)Nc1ccccc1C(F)(F)F)C(=O)CSc1nc(N)cc(N)n1	/	/	1%	/	-17%	-3.5%	0	-4%	-3%	5%	/
